# LDHA block: qHTS assay for inhibitors of human lactate dehydrogenase. L-lactate dehydrogenase A chain (Homo sapiens), P00338. purified LDHA, NADH/diaphorase-resazurin fluorescence; stronger effect = lower value. activity change, % (values are at about 110 or 230 µM). actives 0.15% (n = 480,000). AID 1347041, 2019; in the data active means activity change below about -30%; inconclusive means mostly about -25% to -30%;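 further: plate controls were DMSO wells for no effect and wells without enzyme for full effect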
#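 Remaining NADH was detected by diaphorase (0.133 mg/mL) converting 37 µM resazurin to fluorescent resorufin, read at 0 and 20 minutes. The preceding 5-minute room-temperature reaction used 2 nM LDHA, 0.2 mM sodium pyruvate and 0.06 mM NADH at pH 7.4.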
# Vif-A3G inh: qHTS for Inhibitors of Vif-A3G Interactions: qHTS | Potency, µM (series often up to 46.1 µM), without a hit: top-dose activity, negative = active, hits mostly inhibitors | HeLa A3G-eYFP + Vif (tagged APOBEC3G with the HIV-1 protein that degrades it), YFP fluorescence, overnight | actives 0.076% (n = 410,000) | DNA dC->dU-editing enzyme APOBEC-3G (Homo sapiens), Q9HC16;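 further: potency means the concentration at half of the fitted maximal effect; on the % scale 0 is the no-effect control and ±100 the full control effect; nearly all actives have a fitted effect of over 60% in size; hits raise eYFP signal because A3G escapes Vif-driven loss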
# Target sequence (Q9HC16 whole entry, looked up): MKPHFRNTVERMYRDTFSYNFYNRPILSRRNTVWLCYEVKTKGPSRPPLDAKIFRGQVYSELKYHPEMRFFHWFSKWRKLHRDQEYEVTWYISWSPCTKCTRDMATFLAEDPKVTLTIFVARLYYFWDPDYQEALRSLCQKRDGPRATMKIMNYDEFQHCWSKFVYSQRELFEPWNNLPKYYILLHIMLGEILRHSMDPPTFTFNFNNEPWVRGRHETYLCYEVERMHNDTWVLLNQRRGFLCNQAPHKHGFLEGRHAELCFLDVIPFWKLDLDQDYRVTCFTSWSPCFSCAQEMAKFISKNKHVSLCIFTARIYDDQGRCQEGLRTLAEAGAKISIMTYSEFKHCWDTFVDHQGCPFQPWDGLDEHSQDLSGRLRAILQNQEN
#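 HeLa cells stably expressing Vif and C-terminally eYFP-tagged A3G, seeded overnight at 37 deg C, then exposed to compound by pintool overnight at 37 deg C. Rise in yellow fluorescence (Ex 488/Em 500-530, Acumen) marks blocked Vif-driven A3G degradation.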
# Glioma ERSR ind: qHTS for Inducers of the Endoplasmic Reticulum Stress Response (ERSR) in Human Glioma: qHTS; U87-MG GRP78 promoter luciferase reporter, 16 h; Potency, µM, without a hit: at the highest dose activation, usual class: activators; actives 0.02% (n = 420,000); further: potency means the concentration at half of the fitted maximal effect; series mostly up to about 76 µM; % of control where 0% means no effect; nearly all actives have a fitted effect of over 35% in size
#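 Stably transfected U87-MG human glioma cells carrying a GRP78-based luminescent sensor were seeded at 1000 cells/well, pin-dosed with compounds and incubated 16 h. Luciferase reagent was then added, and end-point luminescence was read after 10 min at room temperature.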
# D1 antagonist: Antagonist of Human D 1 Dopamine Receptor: qHTS | HEK293 TREx D1 cells, calcium flux, dopamine EC80; stronger effect = lower value | activity change, negative = inhibition, % at 10 µM | actives 3.2% (n = 360,000) | AID 504652, 2011; in the data active means activity change below about -30%; further: on the % scale 0 is the no-effect control and ±100 the full control effect
# Target sequence (P21728 whole entry, looked up): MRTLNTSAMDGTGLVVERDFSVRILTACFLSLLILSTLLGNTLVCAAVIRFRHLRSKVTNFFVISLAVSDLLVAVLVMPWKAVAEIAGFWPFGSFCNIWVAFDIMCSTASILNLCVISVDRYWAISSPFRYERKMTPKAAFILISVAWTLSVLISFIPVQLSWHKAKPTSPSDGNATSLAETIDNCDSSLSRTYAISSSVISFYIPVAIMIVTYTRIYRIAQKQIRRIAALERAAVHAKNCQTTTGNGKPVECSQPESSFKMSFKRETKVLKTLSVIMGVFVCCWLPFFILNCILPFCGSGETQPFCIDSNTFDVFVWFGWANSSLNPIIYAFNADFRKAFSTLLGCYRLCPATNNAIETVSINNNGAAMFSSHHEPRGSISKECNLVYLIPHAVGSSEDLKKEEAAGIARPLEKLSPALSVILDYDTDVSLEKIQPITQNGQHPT
#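 Compound effects on dopamine-evoked calcium signalling were measured in tetracycline-induced HEK293 Trex D1 cells. Dopamine at EC80 followed a 180 s compound pre-read, and fluorescence was tracked kinetically for 180 s more.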
# D1 PAM: Potentiators of Human D1 Dopamine Receptor: qHTS; D(1A) dopamine receptor (Homo sapiens), P21728; HEK293 TREx D1 cells, calcium flux, dopamine EC20 potentiation; potentiation, % at 10 µM; actives 0.036% (n = 360,000); AID 504651, 2011; in the data active means potentiation above about 30%; further: 0% is about no effect
# D1 ag: Allosteric Agonists of the Human D1 Dopamine Receptor: qHTS; D(1A) dopamine receptor (Homo sapiens), P21728; HEK293 T-REx D1 cells, calcium flux, agonist mode; activation, % at 2 µM; actives 1% (n = 360,000); AID 504660, 2011; in the data active means activation above about 30%; further: 0% is about no effect
#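 Tetracycline-induced HEK293 TREx D1 cells, force-coupled to calcium signalling, were dye-loaded with a no-wash calcium kit. Compound was pin-added after a 10 s baseline. Fluorescence was read kinetically at 1 cycle/s for 180 s, with calcium rises flagged as agonism.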
# D2 PAM: HTS Assay for Positive Allosteric Modulators of the Human D2 Dopamine Receptor: Primary Screen for Potentiators | D(2) dopamine receptor (Homo sapiens), P14416 | potentiation, % at 10 µM | HEK293 T-REx D2, calcium flux, EC20 dopamine potentiation | actives 0.34% (n = 340,000);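 active means potentiation over 3 SD above the plate norm, cut at about 30% in these data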; further: 0% is about no effect
#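 Potentiation of an EC20 dopamine calcium response measured kinetically over 180 s, after a preceding 180 s compound-only read flagging agonists. Cells: inducible Hek293 Trex D2 line, 4000/well, cultured overnight at 30 C before dye loading.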
# Vif-APOBEC3F blk: qHTS for Inhibitors of Vif-A3F Interactions: qHTS; Potency, µM (series often up to 46.1 µM), for the others: at the highest dose activity, negative = active; HeLa A3F-eYFP + Vif (tagged APOBEC3F with the HIV-1 protein that degrades it), YFP fluorescence increase; actives 0.2% (n = 390,000); further: potency means the concentration at half of the fitted maximal effect; % of control where 0% means no effect; nearly all actives have a fitted effect of over 65% in size
#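 HeLa cells stably expressing A3F-eYFP plus Vif, plated and incubated overnight at 37 deg C, then exposed to compounds overnight at 37 deg C. Blocked degradation read as raised yellow fluorescence (Ex 488/Em 500-530).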
# RXFP1 ag: qHTS Assay for Agonists of the Relaxin Receptor RXFP1. HEK293T-RXFP1 cAMP TR-FRET, 30 min; response scale: percent of porcine relaxin response, buffer zero. Potency, µM (series often up to 57.5 µM), for inactives: at the highest dose activation, most hits filed as activators. actives 0.3% (n = 370,000); further: potency means the concentration at half of the fitted maximal effect; on the % scale 0 is the no-effect control and ±100 the full control effect; nearly all actives have a fitted effect of over 60% in size; many of its hits are not listed in these tables
#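 HEK293 cells stably expressing RXFP1, treated 30 min at 37C with compounds plus PDE4 inhibitor Ro 20174; cAMP measured by HTRF TR-FRET. Normalized to buffer and 29 nM porcine relaxin; EC50 by Hill fit.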
# Starred values were filed as active, the others as inactive; u = inconclusive; x = not tested or not shown; & = joins results of further samples. Unless noted, the call rests on the fitted dose curve; in most records, active means well fitted curve in the direction sought with a large enough effect; inconclusive means small, poorly fitted or top-dose-only effect, or another doubt; inactive means no such curve, though single readings can be large; an effect the other way counts as inactive or inconclusive.
nr	Structure	LDHA block	Vif-A3G inh	Glioma ERSR ind	D1 antagonist	D1 PAM	D1 ag	D2 PAM	Vif-APOBEC3F blk	RXFP1 ag
1	Cc1ccc(CNC(=O)CCn2c(=O)oc3ccccc32)cc1	-2	2%	-2%	1	2	1	-2	-2%	1.3%
2	CC(=O)Oc1ccc2c(C)c(CC(=O)N3CCN(C(=O)C4COc5ccccc5O4)CC3)c(=O)oc2c1C (configuration not stated)	-6	1%	-1%	0	-6	2	6	1%	6.9%
3	Cc1cccc(C(=O)NNC(=O)c2c(-c3ccccc3Cl)noc2C)c1O	0	1%	-2%	2	-2	2	-1	-1%	-0.7%
4	Cc1ccc(CNC(=O)c2cc3c(s2)CN(Cc2ccccc2)C3)cc1	-4	2%	-9%	31	-4	2	-13	9%	u
5	COc1cc(NC(=O)c2c(C)oc3ncnc(N4CCCCC4)c23)cc(OC)c1	-2	-6%	-3%	0	6	1	7	-7%	5.0%
6	Cc1cc([N+](=O)[O-])ccc1NC(=O)C[n+]1ccc(N(C)C)cc1	-2	0%	-8%	-22	-1	2	5	-17%	1.2%
7	CN1CC[C@@]2([C@@]34CCN(C)C3Nc3ccccc34)c3ccccc3NC12 (some centres not stated)	-4	1%	-4%	x	x	x	x	-1%	x
8	Cc1cc(=O)oc(C)c1C(=O)OCC(=O)c1ccc(Cl)cc1	-3	0%	-7%	-8	1	6	-1	5%	0.0%
9	CC(NC(=O)C1CCN(C(=O)N2CCOc3ccccc32)CC1)c1ccccc1 (configuration not stated)	1	3%	-3%	-13	5	-1	2	6%	0.8%
10	Cc1ccc(S(=O)(=O)N(C)C)cc1NC(=S)N1CCN(Cc2ccc3c(c2)OCO3)CC1	-6	2%	-6%	-14	-6	5	-3	2%	0.8%
11	Cc1cccc(C(=O)NC2CCN(CC(=O)N3CCOCC3)CC2)c1	-3	1%	-4%	6	3	2	12	13%	0.1%
12	O=C(c1ccccc1F)N1CCN(S(=O)(=O)c2ccc(Br)cc2)CC1	-1	3%	-4%	0	-1	2	1	0%	0.1%
13	N/C(=N\OC(=O)c1cccc(F)c1)c1ccccn1	-7	1%	1%	10	-3	1	0	2%	0.7%
14	COc1cc(/C=C/C(=O)c2ccc(C)cc2)ccc1OCC#N	-17	-28%	-6%	2	14	2	-6	-17%	0.9%
15	CCc1ccc(CNC(=O)c2cc3cc(S(=O)(=O)N4CCCCC4)ccc3n2C)cc1	1	6%	-4%	5	-4	7	9	2%	2.9%
16	CCCCN(C(=O)CSc1c(C)c(C)cc(C)c1C)c1c(N)n(CCC)c(=O)[nH]c1=O	-4	-5%	-5%	9	0	0	-2	1%	-1.0%
17	CCC(=O)NC(c1ccc(C)cc1)c1cc(Cl)c2cccnc2c1O (configuration not stated)	8&9	-12%	-4%	2	3	14	x	-15%	x
18	COC(=O)C1=C(C)NC(C)=C(C(=O)OC)C1c1ccccn1	-2	4%	-2%	1	-6	1	2	3%	1.7%
19	NC(=O)COC(=O)/C=C/c1ccc(S(=O)(=O)N2CCCCCC2)cc1	-4	1%	-2%	13	-3	2	1	-13%	-0.5%
20	Cc1cccc(CC(=O)NCC(=O)NCc2cc(=O)n(C)c(=O)n2C)c1	-19	-11%	-2%	5	1	-1	-3	-6%	2.2%
21	CC(=O)Nc1c(C)ccc(CNC(=O)COc2ccc(F)cc2)c1C	-1	0%	-3%	11	3	1	1	18%	-0.1%
22	CN1CCN(NS(=O)(=O)c2ccc(Cl)cc2)CC1	-7	0%	2%	12	3	3	x	-15%	0.9%
23	COc1ccc(CCN2CC(C(=O)N3CCCCCC3)CCC2=O)cc1 (configuration not stated)	-6	0%	-4%	8	9	1	-16	3%	1.3%
24	COc1cc(/C=N\NC(=O)c2c(C)nc3cc(C)ccn23)ccc1O	-7	0%	0%	-5	0	3	8	15%	0.7%
25	COc1ccc(N2C(=O)CSC2c2cccc(F)c2)c(OC)c1 (configuration not stated)	1	-11%	-5%	3	-2	1	9	6%	2.4%
26	Cc1ccc(C(=O)NCCc2c[nH]c3ccccc23)s1	1	1%	1%	-28	-5	3	-10	15%	4.4%
27	Cc1cc(Br)ccc1SCC(=O)OCC(=O)NC(C)c1ccccc1 (configuration not stated)	1	2%	2%	-2	-5	2	-4	5%	-1.0%
28	O=C(CCCSc1nc2ccccc2c(=O)[nH]1)c1ccc(F)cc1	-8	0%	-3%	-23	-7	2	-3	-1%	6.0%
29	O=C(CN1C(=O)C2CCCCC2C1=O)OCc1nnc(-c2ccccc2)o1 (configuration not stated)	-3	-4%	-2%	-9	-6	5	5	-4%	0.3%
30	CC(=O)Nc1ccc(NC(=O)CN(c2ccc([N+](=O)[O-])cc2)S(=O)(=O)c2ccccc2)cc1	-1	-1%	0%	3	5	1	x	1%	0.4%
31	Cc1ccc(C)c(OCCC(=O)OCC(=O)Nc2ccc(C)c(S(=O)(=O)N3CCCCC3)c2)c1	3	3%	0%	-32*	-16	14	1	u	2.4%
32	O=C(CCNS(=O)(=O)c1ccc(Cl)cc1)N1CCOCC1	-11	-1%	-4%	-32*	-6	2	6	5%	6.2%
33	Cc1cc(C(=O)CSc2n[nH]c(-c3ccccc3F)n2)c(C)n1Cc1cccs1	0	-1%	0%	-9	-6	2	-2	-4%	0.3%
34	CN(C(=O)CN1C(=O)c2cc(Cl)c(Cl)cc2C1=O)C1CCS(=O)(=O)C1 (configuration not stated)	-1	0%	-5%	-10	-4	0	3	-1%	-0.7%
35	C#CCN(C[C@@H]1[C@@H](OC(=O)Nc2cccs2)[C@@H](OC(=O)Nc2cccs2)Cn2c(=O)n(CCCCCC)c(=O)n21)S(=O)(=O)c1ccc(C)cc1	-8	-5%	-6%	x	x	x	x	-6%	x
36	COCCn1c(Cc2ccccc2)nnc1SCC(=O)NC1CC1	-10	3%	-1%	2	-4	4	12	12%	0.1%
37	COc1ccc(/C=C2\SC(=NCc3ccccc3)N(Cc3ccccc3)C2=O)cc1OC	-5	-10%	-1%	0	3	3	3	0%	5.0%
38	CCCCN(C(=O)c1ccc(S(=O)(=O)N2CCOCC2)cc1)C1CCS(=O)(=O)C1 (configuration not stated)	-4	1%	-6%	-3	-14	2	-6	6%	1.1%
39	COc1cc(/C=C(\CCC(=O)O)c2nc3ccccc3s2)ccc1OCC(=O)Nc1c(Cl)cccc1Cl	-1	-9%	0%	x	x	x	x	-1%	x
40	CCOC(=O)c1cnc(SCC(=O)Nc2ccccc2C(=O)OC)nc1N	5	4%	-1%	-7	0	7	1	4%	4.7%
41	COc1ccc(CN(Cc2ccncc2)C(=O)CCC(=O)O)cc1	1	1%	0%	0	-1	0	2	-4%	-0.2%
42	COc1cc(Cl)c(CN2CCCC(CO)(Cc3ccccc3F)C2)cc1OC (configuration not stated)	2	4%	-1%	-2	-2	6	1	-24%	-0.3%
43	Cc1cccc2cc(C3CC(c4ccco4)=NN3C(=O)CCC(=O)O)c(Cl)nc12 (configuration not stated)	-9	1%	-5%	-3	-7	4	1	-10%	2.4%
44	COc1ccc(OC)c(NC(=O)CSc2n[nH]c(-c3cccnc3)n2)c1	-1	0%	-2%	2	x	10	-1	-3%	3.7%
45	COc1cc(NC(=O)Nc2c[nH]c(=O)[nH]c2=O)cc(OC)c1OC	1	1%	4%	12	-1	0	0	1%	-3.0%
46	COc1cccc(NC(=O)N2CCCC2C(=O)NC23CC4CC(CC(C4)C2)C3)c1 (configuration not stated)	-5	-2%	-4%	-5	-5	1	x	-30%	-1.9%
47	c1ccn2c(SCc3ccc4c(c3)OCO4)nnc2c1	0	-1%	1%	2	12	2	10	-7%	-0.1%
48	Cc1cc(C)c(S(=O)(=O)n2ccc3ccccc32)c(C)c1	-2	2%	-3%	17	2	1	-3	3%	-1.2%
49	COc1ccc(CCNC(=O)c2ccc(NC(=O)CC3SC(N4CCCCC4)=NC3=O)cc2)cc1 (configuration not stated)	1&2	-2%	1%	x	x	x	x	7%	x
50	CCN1c2ccccc2-c2nc(SCC(=O)Nc3cccc(C)c3C)ncc2S1(=O)=O	-2	-4%	-4%	10	3	2	10	0%	u
51	CC(=O)c1ccc(NS(=O)(=O)c2c(C)cc(C)cc2C)cc1	-6	-6%	6%	-5	-1	4	3	1%	-0.8%
52	COc1ccc(CC(=O)Nc2ccccc2C(F)(F)F)cc1S(=O)(=O)N1CCOCC1	-1	4%	-2%	x	x	x	x	0%	x
53	CC(C(=O)c1ccccc1)[n+]1cccc(C(N)=O)c1 (configuration not stated)	-9	-1%	-4%	10	-8	5	4	-4%	0.4%
54	Cc1ccc(C(=O)N2CCN(c3ccc([N+](=O)[O-])c(NCc4cccnc4)c3)CC2)cc1	5	0%	-2%	-25	7	4	-2	-3%	1.6%
55	COC(=O)[C@]1(CC(C)C)N[C@H](c2ccc(-c3ccc(F)cc3)cc2)[C@@H]2C(=O)N(C)C(=O)[C@@H]21	1	-5%	-3%	-15	-8	11	-3	2%	0.2%

# Ordered by heavy-atom count (ascending): some entries from above.
nr	Structure	LDHA block	Vif-A3G inh	Glioma ERSR ind	D1 antagonist	D1 PAM	D1 ag	D2 PAM	Vif-APOBEC3F blk	RXFP1 ag
44	COc1ccc(OC)c(NC(=O)CSc2n[nH]c(-c3cccnc3)n2)c1	-1	0%	-2%	2	x	10	-1	-3%	3.7%
46	COc1cccc(NC(=O)N2CCCC2C(=O)NC23CC4CC(CC(C4)C2)C3)c1 (configuration not stated)	-5	-2%	-4%	-5	-5	1	x	-30%	-1.9%
52	COc1ccc(CC(=O)Nc2ccccc2C(F)(F)F)cc1S(=O)(=O)N1CCOCC1	-1	4%	-2%	x	x	x	x	0%	x

# Screens as filed in PubChem BioAssay.

# A portion of the library; count on the stated rates, not on these rows.
